PRMT1 FP inh: blocks human protein arginine methyltransferase 1. recombinant PRMT1, activity-based probe fluorescence polarization. 370,000 compounds, 1.3% hits. inhibition, % at 2.79 µM. AID 652257;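 active means inhibition above about 21% made by adding two undisclosed values, limit read from the data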
Target sequence (Q99873 whole entry, looked up): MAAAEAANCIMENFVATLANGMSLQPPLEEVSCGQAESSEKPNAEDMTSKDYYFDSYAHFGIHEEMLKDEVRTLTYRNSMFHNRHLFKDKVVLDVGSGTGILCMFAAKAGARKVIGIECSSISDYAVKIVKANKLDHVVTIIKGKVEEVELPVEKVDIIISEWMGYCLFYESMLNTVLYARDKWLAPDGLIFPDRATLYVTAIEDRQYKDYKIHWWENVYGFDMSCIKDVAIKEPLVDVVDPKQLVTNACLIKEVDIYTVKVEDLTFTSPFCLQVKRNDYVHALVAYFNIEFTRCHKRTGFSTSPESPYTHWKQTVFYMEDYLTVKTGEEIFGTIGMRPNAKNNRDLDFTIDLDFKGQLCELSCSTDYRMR
TDP2 absorb: blocks human TDP2 phosphodiesterase activity; O95551; inhibition, % at 12.8 µM; recombinant TDP2, T5PNP hydrolysis, p-nitrophenol absorbance 415 nm; 370,000 compounds, 0.34% hits;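 active means inhibition above the mean of all tested compounds plus 3 SD, set per campaign, cut at about 25% in these data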;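 further: 0% = DMSO with enzyme and 100% = buffer with substrate but no TDP2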
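System – recombinant human TDP2 · Amount – 120 nM TDP2 per well · Buffer or medium – Mg2+-containing Tris-HCl buffer, pH 7.5 · Reagent – T5PNP substrate, 5 mM · Dosing – 12.8 µM single point, 1% DMSO · Incubation – 2 h at 37 °C · Measured by – epi absorbance · Read-out basis – percent inhibition · Benchmarks – high control without enzyme, low control DMSO plus TDP2 · Repeats – singlicate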
HTRA1 inhibitor: HTRA1 (human) protease inhibition | Q92743 | recombinant HTRA1, FP-rhodamine activity-based probe, fluorescence polarization | inhibition, % at 5.96 µM | 340,000 compounds, 0.5% hits | AID 504803; in the data active means inhibition above about 36%;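 further: 0% = enzyme with DMSO and 100% = wells lacking enzyme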
Tn7 DDE FP: DD(E)-Tn7 binding inhibition, primary FP screen. AID 720508. inhibition, % at 8.3 µM. FP displacement of FITC-Tn7 peptide from fibrin DD(E); 0% = median of compound wells per plate. P02675. 370,000 compounds, 0.13% hits;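 active means inhibition above the mean of compounds falling within the control limits plus 3 SD of them, cut at about 14% in these data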;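 further: 0% = plate median of compound wells and 100% = 10 µM Aha-Tn7 peptide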
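system = human fibrin DD(E) protein | quantity = DD(E) 2 µM final | medium = Tris/NaCl/CaCl2 buffer, pH 7.8 | also added = labelled Tn7 tracer, 0.1 µM | compound dosing = single point at 8.3 µM | timing = compound with protein 10 min, then 3 h after probe, room temperature | signal = FP measurement | benchmarks = Aha-Tn7 high control | repeats = one replicate per compound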
ABHD4 inh: inhibitors of mouse ABHD4 | inhibition, % at 8.92 µM | AID 720543 | Q8VD66 | purified mABHD4, FP-Rh probe fluorescence polarization | 370,000 compounds, 0.54% hits;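 active means inhibition exceeding the mean over every tested compound plus 3 SD, cut at about 30% in these data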;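 further: 0% = plate median of compound wells and 100% = S159A mutant with DMSO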
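system = mouse ABHD4 enzyme, wild type | medium = HEPES pH 7.0, NaCl, Pluronic buffer | also added = FP-Rh probe | incubation = Enzyme–compound pre-incubation 45 min, then probe 60 min, both 25 °C | technique = fluorescence polarization, excitation 525 nm, emission 598 nm, BODIPY TMR filters | controls = S159A mutant high control, sample median low control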
PG9 binder: small molecules binding HIV-1 gp120 antibody PG9; inhibition, % at 6.7 µM; TR-FRET gp120-PG9 antibody binding; 360,000 compounds, 0.43% hits; in the data active means inhibition above about 8.5%
LEDGF integ inh: blocks HIV-1 LEDGF/p75-dependent DNA integration; TR-FRET IN-LEDGF/p75 DNA integration, Eu/Cy5; inhibition, % at 3.7 µM; 370,000 compounds, 0.64% hits; AID 743269;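 active means inhibition above the screen-wide mean plus 3 SD, cut at about 13% in these data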;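 further: signal is the Cy5 over europium emission ratio at 671 and 618 nm; 0% = plate median of compound wells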
TCR-CD3 inh: inhibitors of human TCR-CD3 interaction; TAMRA-labeled TCR probe fluorescence, biochemical; inhibition, % at 9.4 µM; 360,000 compounds, 0.37% hits; AID 651800; in the data active means inhibition above about 19%;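 further: recombinant mutant TCR 2C K166C tagged with TAMRA read by polarization; 0% = receptor in buffer alone and 100% = receptor with positive control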
UHRF1 binding: blocks human UHRF1 binding to methylated DNA. AID 687016. 370,000 compounds, 0.75% hits. UHRF1 binding to methylated oligo, TR-FRET. inhibition, % at 4.4 µM. Q96T88; in the data active means inhibition above about 21%;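 further: UHRF1 SRA domain binding a hemimethylated CpG hairpin DNA probe; 0% = median of test compound wells and 100% = reference inhibitor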
SIAE inh: blocks human sialic acid acetylesterase. SIAE FP-Rh probe binding, fluorescence polarization. inhibition, % at 9.66 µM. Q9HAT2. 370,000 compounds, 0.69% hits;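 active means inhibition above a cutoff: mean of compounds within the control limits plus 3 SD of those, cut at about 17% in these data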;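 further: 0% = plate median of compound wells and 100% = probe without SIAE protein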
Target sequence (Q9HAT2 whole entry, looked up): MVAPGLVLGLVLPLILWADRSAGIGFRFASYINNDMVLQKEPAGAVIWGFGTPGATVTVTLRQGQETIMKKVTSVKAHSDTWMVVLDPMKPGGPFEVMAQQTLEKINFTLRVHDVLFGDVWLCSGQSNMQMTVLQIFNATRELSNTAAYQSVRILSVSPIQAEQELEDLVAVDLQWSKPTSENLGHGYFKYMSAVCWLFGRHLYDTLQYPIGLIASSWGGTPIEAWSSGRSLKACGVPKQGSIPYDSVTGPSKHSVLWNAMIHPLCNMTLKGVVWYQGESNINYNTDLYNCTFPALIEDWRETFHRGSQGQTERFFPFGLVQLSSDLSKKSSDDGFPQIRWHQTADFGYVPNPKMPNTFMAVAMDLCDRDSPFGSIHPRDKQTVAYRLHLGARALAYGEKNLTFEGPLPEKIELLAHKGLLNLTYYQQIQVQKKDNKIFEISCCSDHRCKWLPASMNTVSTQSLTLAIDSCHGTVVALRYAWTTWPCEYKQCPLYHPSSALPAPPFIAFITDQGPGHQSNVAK
The depositor's hits bear a star; x = not tested or not shown.

Short keys: A = PRMT1 FP inh; B = TDP2 absorb; C = HTRA1 inhibitor; D = Tn7 DDE FP; E = ABHD4 inh; F = PG9 binder; G = LEDGF integ inh; H = TCR-CD3 inh; I = UHRF1 binding; J = SIAE inh
Structure: Cc1nc2ccc(C(=O)NCc3ccc4c(c3)OCO4)cc2s1
  A: 0 | B: 5 | C: -8 | D: 6 | E: 1 | F: 0.9 | G: 0 | H: -6 | I: -1 | J: 3

Structure: COC(=O)c1ccc(OCCOc2ccccc2)cc1
  A: -1 | B: 1 | C: 0 | D: -3 | E: -4 | F: 0.2 | G: 5 | H: 6 | I: 1 | J: -3

Structure: Cc1ccc(NC(=O)c2cc(NC(=O)C3CC=CCC3C(=O)O)ccc2N2CCOCC2)cc1Cl (configuration not stated)
  A: -2 | B: -1 | C: -2 | D: -4 | E: 9 | F: -2.8 | G: 0 | H: 0 | I: -2 | J: 1

Structure: COc1ccc(C(=O)NCC(=O)N/N=C/c2c(C)[nH]c3ccccc23)cc1OC
  A: -2 | B: -6 | C: 6 | D: -3 | E: -2 | F: -2.6 | G: -2 | H: 8 | I: -1 | J: -4

Structure: COC(=O)C1CN(C2CC2)CCS(=O)(=O)N1Cc1cn(Cc2ccc(Cl)cc2)nn1 (configuration not stated)
  A: 0 | B: 2 | C: x | D: 5 | E: 1 | F: x | G: 0 | H: x | I: 12 | J: 1

Structure: COC(=O)c1ccc(/C=N\NC(=O)CC(=O)NCCc2ccccc2)cc1
  A: -1 | B: 6 | C: 0 | D: 3 | E: 6 | F: 0.1 | G: 3 | H: 2 | I: 0 | J: -1

Structure: NC(=O)C1CCN(Cc2nc3ccccc3c(=O)[nH]2)CC1
  A: -2 | B: -7 | C: -3 | D: -3 | E: -6 | F: 0.8 | G: 4 | H: 1 | I: 1 | J: 3

Structure: COc1cc(C(=O)N(c2ccc(C)c(C)c2)C2C=CS(=O)(=O)C2)cc(OC)c1OC (configuration not stated)
  A: -3 | B: 0 | C: 1 | D: -3 | E: 1 | F: -1.0 | G: 5 | H: 6 | I: 2 | J: -3

Structure: COc1ccc(-c2nc3ccc(Cl)cn3c2Cc2cccc(Cl)c2)cc1OC
  A: 5 | B: 6 | C: x | D: 5 | E: -3 | F: -2.8 | G: 2 | H: -2 | I: 9 | J: 5

Structure: CCCc1cc(=O)oc2cc(C)cc(OCC(=O)N3CCC(C(=O)O)CC3)c12
  A: -2 | B: 2 | C: -2 | D: 2 | E: 3 | F: 0.2 | G: 4 | H: 7 | I: 0 | J: -1

Additional records
Short keys: A = PRMT1 FP inh; B = TDP2 absorb; C = HTRA1 inhibitor; D = Tn7 DDE FP; E = ABHD4 inh; F = PG9 binder; G = LEDGF integ inh; H = TCR-CD3 inh; I = UHRF1 binding; J = SIAE inh
Structure: CCOC(=O)c1sc(Nc2nc(C)cc(C)n2)nc1C
  A: -2 | B: -8 | C: 8 | D: -6 | E: 1 | F: -0.4 | G: 6 | H: 3 | I: 2 | J: 4

Structure: CCOc1ccc2[nH]c(=O)c(CN(CCOC)C(=O)N3CCOCC3)cc2c1
  A: 0 | B: -2 | C: 7 | D: -4 | E: 4 | F: 1.8 | G: 2 | H: 1 | I: 1 | J: 5

Structure: Cc1noc(C)c1COc1ccc(C(=O)NNC(=O)c2ccccc2O)cc1
  A: -1 | B: -1 | C: 25 | D: 4 | E: 5 | F: 1.3 | G: -4 | H: 25* | I: -4 | J: 11

Structure: COC(=O)C1=C(C)NC(=O)CC1c1cccc(Cl)c1Cl (configuration not stated)
  A: -2 | B: 3 | C: 6 | D: -2 | E: -3 | F: -1.4 | G: 3 | H: 5 | I: 2 | J: -4

Structure: O=C(CCc1nnc(Cc2c[nH]c3ccccc23)o1)NCCC1CCCCO1 (configuration not stated)
  A: -1 | B: -2 | C: -2 | D: 7 | E: 3 | F: 0.5 | G: -1 | H: 9 | I: 0 | J: 5

Structure: Oc1cccc(C(O)CNCc2ccc(OCc3ccc(Cl)cc3Cl)cc2)c1 (configuration not stated)
  A: -2 | B: -3 | C: -23 | D: -1 | E: -39 | F: -2.6 | G: 0 | H: 1 | I: -2 | J: 9

Structure: O=C(CNC(=O)c1cccnc1)N/N=C/c1cc(Br)c(O)c(Br)c1
  A: 2 | B: -8 | C: -2 | D: 3 | E: 4 | F: -4.5 | G: -2 | H: 1 | I: 1 | J: -1

Structure: CCn1c(SCC(=O)NN=Cc2c(C)nn(-c3ccccc3)c2C)nnc1-c1ccc(OC)c(OC)c1
  A: 0 | B: 4 | C: x | D: 4 | E: 6 | F: x | G: 0 | H: x | I: 1 | J: 3

Structure: CCOCCCn1c(=S)[nH]c2cc(C(=O)NCCN(CC)CC)ccc2c1=O
  A: 4 | B: -1 | C: 0 | D: 2 | E: -7 | F: -0.8 | G: 1 | H: -4 | I: 6 | J: -4

Structure: O=C(CNc1cc(S(=O)(=O)N2CCCC2)ccc1OCC(F)(F)F)Nc1ccc(SC(F)F)cc1
  A: 4 | B: -3 | C: -44 | D: 1 | E: -19 | F: -1.7 | G: -1 | H: 9 | I: 2 | J: -13

Single entries from above:
HTRA1 inhibitor result of Oc1cccc(C(O)CNCc2ccc(OCc3ccc(Cl)cc3Cl)cc2)c1 (configuration not stated) stands at -23
HTRA1 inhibitor result of CCOCCCn1c(=S)[nH]c2cc(C(=O)NCCN(CC)CC)ccc2c1=O stands at 0
LEDGF integ inh result of CCOc1ccc2[nH]c(=O)c(CN(CCOC)C(=O)N3CCOCC3)cc2c1 stands at 2
HTRA1 inhibitor result of O=C(CNC(=O)c1cccnc1)N/N=C/c1cc(Br)c(O)c(Br)c1 stands at -2
ABHD4 inh result of Cc1noc(C)c1COc1ccc(C(=O)NNC(=O)c2ccccc2O)cc1 stands at 5
HTRA1 inhibitor result of CCOC(=O)c1sc(Nc2nc(C)cc(C)n2)nc1C stands at 8

The listing continues.
Short keys: A = PRMT1 FP inh; B = TDP2 absorb; C = HTRA1 inhibitor; D = Tn7 DDE FP; E = ABHD4 inh; F = PG9 binder; G = LEDGF integ inh; H = TCR-CD3 inh; I = UHRF1 binding; J = SIAE inh
Structure: O=c1c(CO)cc(CO)cc(CO)c1O
  A: -1 | B: -3 | C: 11 | D: 4 | E: 0 | F: -2.8 | G: -4 | H: 31* | I: -1 | J: 6

Structure: CC1(C)NC(=O)N(CCCOc2ccccc2Br)C1=O
  A: -3 | B: -8 | C: 4 | D: 4 | E: -1 | F: -0.1 | G: 3 | H: 7 | I: 1 | J: 2

Structure: COc1ccc(N=C2S/C(=C\c3cccs3)C(=O)N2CC(C)C)cc1
  A: 3 | B: 3 | C: 3 | D: -4 | E: 7 | F: 1.3 | G: 0 | H: -1 | I: 1 | J: 2

Structure: Fc1ccc(-c2n[nH]c(=S)n2N=Cc2ccc(OCc3ccccc3)cc2)cc1
  A: 15 | B: -3 | C: x | D: 7 | E: -9 | F: x | G: -3 | H: x | I: 0 | J: -1

Structure: CCOc1c(Cl)cc(/C=N/O)cc1OC
  A: -3 | B: 6 | C: 1 | D: -5 | E: -3 | F: -1.0 | G: -2 | H: 5 | I: 2 | J: -1

Given with values ahead of the structure: part of the list above
| PRMT1 FP inh | TDP2 absorb | HTRA1 inhibitor | Tn7 DDE FP | ABHD4 inh | PG9 binder | LEDGF integ inh | TCR-CD3 inh | UHRF1 binding | SIAE inh | canonical_smiles |
| --- | --- | --- | --- | --- | --- | --- | --- | --- | --- | --- |
| 3 | 3 | 3 | -4 | 7 | 1.3 | 0 | -1 | 1 | 2 | COc1ccc(N=C2S/C(=C\c3cccs3)C(=O)N2CC(C)C)cc1 |
| 15 | -3 | x | 7 | -9 | x | -3 | x | 0 | -1 | Fc1ccc(-c2n[nH]c(=S)n2N=Cc2ccc(OCc3ccccc3)cc2)cc1 |

Compound activity from PubChem.
